KAT2A inh: GCN5L2 (KAT2A) acetyltransferase inhibition. GCN5L2 HAT assay, ThioGlo1 CoA-SH fluorescence. Potency, µM (highest dose often 58.9 µM), without a hit: at the top dose activity change, negative = inhibition, hits mostly inhibitors. 390,000 tested, 0.21% active
Target sequence (Q92830 whole entry, looked up): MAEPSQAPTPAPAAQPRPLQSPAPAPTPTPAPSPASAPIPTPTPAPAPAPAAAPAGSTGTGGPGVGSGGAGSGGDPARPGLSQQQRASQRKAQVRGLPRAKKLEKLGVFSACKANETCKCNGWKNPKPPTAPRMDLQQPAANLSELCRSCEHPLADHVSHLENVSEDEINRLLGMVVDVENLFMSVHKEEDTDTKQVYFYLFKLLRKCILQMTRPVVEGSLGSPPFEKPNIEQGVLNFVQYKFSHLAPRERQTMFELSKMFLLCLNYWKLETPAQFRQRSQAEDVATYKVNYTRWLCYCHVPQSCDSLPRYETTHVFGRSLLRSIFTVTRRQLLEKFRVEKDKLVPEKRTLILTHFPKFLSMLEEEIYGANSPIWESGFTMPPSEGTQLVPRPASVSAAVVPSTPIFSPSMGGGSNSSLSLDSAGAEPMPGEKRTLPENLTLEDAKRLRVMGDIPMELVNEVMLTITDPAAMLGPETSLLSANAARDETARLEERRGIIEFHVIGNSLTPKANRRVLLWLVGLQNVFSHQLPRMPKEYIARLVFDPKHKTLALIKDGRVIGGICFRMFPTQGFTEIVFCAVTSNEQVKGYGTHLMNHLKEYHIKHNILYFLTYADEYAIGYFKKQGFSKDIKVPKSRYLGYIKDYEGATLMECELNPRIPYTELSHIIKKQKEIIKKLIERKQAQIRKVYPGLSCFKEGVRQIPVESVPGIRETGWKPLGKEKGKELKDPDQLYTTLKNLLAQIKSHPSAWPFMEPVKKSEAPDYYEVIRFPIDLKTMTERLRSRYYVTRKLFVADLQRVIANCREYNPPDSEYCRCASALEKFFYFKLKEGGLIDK
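Titration-based screen in which CoA formation is detected via maleimide probe ThioGlo1 (50uM) turning fluorescent on thiol reaction; substrates H3(1-25) 75uM and acetyl-CoA 70uM, GCN5L2 20nM, 20 min incubation at room temperature.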
DT40 TDP1 no CPT: qHTS for Inhibitors of human tyrosyl-DNA phosphodiesterase 1 (TDP1): qHTS in cells in absence of CPT; Potency, µM (series often up to 46.2 µM), inactives show at the highest dose activity change, negative = growth inhibition, hits mostly inhibitors; AID 686978, 2013; 420,000 tested, 15% active; DT40 Tdp1-/- hTDP1 cells, no CPT, ATP luminescence, 48 h; further: nearly all actives have a fitted effect of over 55% in size
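Growth of hTDP1-complemented DT40 Tdp1-knockout cells is measured by ATP luminescence after at least 48 hr compound exposure at 37 °C, with DMSO substituting for the 20 nM CPT used in the parallel screen.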
DT40 TDP1 CPT: growth inhibition of DT40 Tdp1-/-;hTDP1 cells with camptothecin (screen for TDP1 inhibitors); Potency, µM (top dose mostly 46.2 µM), for the others: at the highest dose activity change, negative = growth inhibition, hits mostly inhibitors; 420,000 tested, 12% active; chicken DT40 Tdp1-/-;hTDP1 cells + 20 nM CPT, ATP luminescence, 48 h; further: nearly all actives have a fitted effect of over 55% in size
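Cell growth measured by CellTiter-Glo luminescence after a minimum 48 h, 37 C compound exposure with 20 nM CPT in Tdp1-knockout DT40 cells stably expressing hTDP1, seeded 400/well; qHTS titration format.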
* = called active by the depositor; ? = inconclusive; / = not tested or not shown; & = joins results of further samples; [ ] = remark or other dose. The call rests on the fitted dose curve; in most records, active means well fitted curve in the direction sought with a large enough effect; inconclusive means small, poorly fitted or top-dose-only effect, or another doubt; inactive means no such curve, though single readings can be large; an effect the other way counts as inactive or inconclusive. On the % scale 0 is the no-effect control and ±100 the full control effect; potency means the concentration at half of the fitted maximal effect. This is a random part of the collection; 18% or so of the library scored in one or more.

SMILES	KAT2A inh	DT40 TDP1 no CPT	DT40 TDP1 CPT
CCCOc1ccc(C2C(=O)N(C3CCCCCC3)CC(=O)N2Cc2ccccc2OC)cc1OC (stereo unspecified)	-6%	16µM*	26µM*
Cc1ccc(CNC(=O)CNS(=O)(=O)c2cccc3nsnc23)cc1	-12%	-9%	-13%
Cc1cccc(NC(=O)c2cccc3c2-c2ccccc2C3=O)n1	3%	16µM*	?
CC(C)(C)c1ccc(-c2nnc(SCC(=O)NCC3CCCO3)n2N)cc1 (stereo unspecified)	-12%	7%	4%
COC(=O)c1ccc(Cl)cc1NC(=O)N1CCC(CN2CCC(C)CC2)CC1	-9%	?	?
N#C/C(=C\c1ccc(Cl)cc1)c1nc2ncccc2[nH]1	-21%	?	?
O=C(COC(=O)/C=C/c1cccc(Cl)c1)NC(=O)NCc1ccccc1	-2%	9%	-2%
COc1ccc(F)cc1S(=O)(=O)N1CCN(C(=O)c2ccco2)CC1	-3%	7%	13%
O=C(c1cccnc1Nc1ccc2c(c1)CCC2)N1CCOCC1	-14%	-5%	-9%
CC/C(O)=C1\C(=O)CC(c2ccccc2)CC1=NCCc1c(C)[nH]c2ccc(C)cc12 (stereo unspecified)	-3%	23µM*	?
C=C(C)CCC(C)N1CCC(n2nccc2NC(=O)CCOc2ccccc2)CC1 (stereo unspecified)	-1%	-17%	-25%
CCOC(=O)/C(C#N)=C/c1c(Oc2cc(C)cc(C)c2)nc2ccccn2c1=O	19%	-21%	-20%
COc1ccccc1/C=C/C=N/NC(=O)c1cc(-c2ccc(C)o2)[nH]n1	-5%	?	?
CC(CC(=O)Nc1ccc2c(c1)c(=O)n(C)n2-c1ccccc1)c1ccccc1 (stereo unspecified)	/	5.2µM*	5.2µM*
CCc1ccccc1NC1=NCC(=O)N1Cc1ccc(OC)cc1	-4%	-16%	?
CCOc1ccc(C2N(c3cc(Cl)ccc3OC)C(=O)C3CCCN32)cc1OC (stereo unspecified)	-7%	-19%	-15%
COc1cc(/C=C/c2nc3ccccc3c(=O)[nH]2)ccc1OC(F)F	6%	-3%	-7%
CC1(C)CSC(=S)N1S(=O)(=O)c1ccccc1	-2%	-1%	-3%
CC(C)CNC(=O)C(=O)Nc1cc2c3c(c1)CCC(=O)N3CCC2	1%	-4%	3%
CN(C1CCCCC1)S(=O)(=O)c1ccc(C(=O)O)cc1	2%	-2%	-15%
COc1cc2nc(N3CCOCC3)nc(NC3CCN(Cc4ccccc4)CC3)c2cc1OC	/	11µM*	16µM*
CCN(CC)CCNC(=O)CCc1n[nH]c(=O)c2ccccc12	1%	0%	-16%
CCSc1nnc(NC(=O)COc2ccccc2)s1	-1%	13%	10%
Cc1ccc(N2CC(C(=O)Nc3ccc(N4CCOCC4)cc3)CC2=O)cc1C (stereo unspecified)	-11%	-27%	-13%
Cc1ccnc(N2CCC(C(=O)NNC(=O)c3ccncc3)CC2)n1	-1%	13%	8%
SMILES	KAT2A inh	DT40 TDP1 no CPT	DT40 TDP1 CPT
O=C(NC(=S)Nc1ccc(C(=O)N2CCOCC2)cc1)c1ccc([N+](=O)[O-])cc1	-7%	-19%	?
COc1ccc(/C=C2/CC/C(=C\c3ccc(OC)c(OC)c3OC)C2=O)c(OC)c1OC	-11%	8.2µM*	?
Cc1[nH]c2ccc(Br)cc2c(=O)c1CN1CCCCCC1	2%	?	?
CC(=O)N1CCN(C(=O)C2CCN(S(=O)(=O)c3ccccc3C(F)(F)F)CC2)CC1	-3%	-15%	-8%
COCC(=O)Nc1nc2n(n1)C(c1ccc(Cl)cc1)CC(c1ccc(OC)cc1)N2 (stereo unspecified)	-18%	?	?
CC(C)COc1ccc(C(=O)N(CC(=O)Nc2ccccc2C(F)(F)F)Cc2ccco2)cc1	-9%	?	?
COc1ccc(-c2nc3c(c(=O)c4ccccc4n3C)c(=O)n2Cc2ccccc2)cc1	-4%	-19%	-24%
COC(=O)CN1C(C)=Nc2ccc(Br)cc2C1c1ccccc1 (stereo unspecified)	-10%	-23%	-17%
CCOc1ccc(NC(=O)Cn2nnc(C(=O)NCc3cccs3)c2N)cc1	-3%&-4%	15%&-22%	-14%&2%
COC(=O)[C@H](CC(C)C)NC(=O)NCc1ccc(Cl)cc1	1%	3%	16%
COCCNC(=S)NNC(=O)c1ccc(-n2cnnn2)cc1	-7%	-11%	8%
Nc1c(C(=O)O)cnc2nc(N3CCOCC3)nn12	-2%	5%	17%
COc1ccc(C=NOCC(=O)OCC(=O)Nc2ccc(OC)cc2)cc1	-1%	-1%	2%
CCC(C(=O)Nc1nnc2n1CCS2)c1ccccc1 (stereo unspecified)	-11%	-14%	-17%
CC(C)(C)c1ccc(C(CC(=O)O)NC(=O)c2ccccc2F)cc1 (stereo unspecified)	-7%	-4%	-4%
COc1cccc(/C=C2\SC(N)=NC2=O)c1OS(=O)(=O)c1ccccc1	0%	0%	18%
COC(=O)C1=C(C)N(Cc2ccccc2)C(=NCc2cc(OC)c(OC)c(OC)c2)N[C@H]1c1ccc(Br)cc1	-2%&-7%	18µM*	13µM*
COc1ccc(C(C)NC(=O)C2CCN(CCOc3ccc(Cl)cc3Cl)CC2)cc1OC (stereo unspecified)	/	23µM*	23µM*
NCCC(=O)NC[C@H]1O[C@@H](n2cnc3c(N)ncnc32)[C@H](O)[C@@H]1O	-4%	-8%	14%
Cc1[nH]c(C)c(S(=O)(=O)N2CCCCC2)c1C(=O)N1CCCCC1	-8%	23%	-27%
COc1ccc2nc(NC(=O)Cc3cccs3)sc2c1	-2%	?	?
CC(=O)Nc1ccc(S(=O)(=O)NCCc2csc3nc(-c4cccc(C)c4)nn23)cc1	-5%	21µM*	?
O=C(O)C1CCCN1S(=O)(=O)c1ccc(Br)cc1 (stereo unspecified)	-10%	2%	7%
CCN(C1CCCCC1)S(=O)(=O)CCNC(=O)c1ccc2c(c1)OCO2	?	?	23µM*
N#Cc1cccc(-c2nccc(NCc3cccnc3)n2)c1	-20%	?	?

Sorted by molar mass (high to low): three of the compounds above
SMILES	KAT2A inh	DT40 TDP1 no CPT	DT40 TDP1 CPT
CC(C)COc1ccc(C(=O)N(CC(=O)Nc2ccccc2C(F)(F)F)Cc2ccco2)cc1	-9%	?	?
COc1ccccc1/C=C/C=N/NC(=O)c1cc(-c2ccc(C)o2)[nH]n1	-5%	?	?
COc1ccc2nc(NC(=O)Cc3cccs3)sc2c1	-2%	?	?

(next part)
SMILES	KAT2A inh	DT40 TDP1 no CPT	DT40 TDP1 CPT
C[C@]12CC[C@@H]3c4ccc(OS(=O)(=O)O)cc4CC[C@H]3[C@@H]1CCC2=O	-1%&1%	2%&-6%&-15%	0%&-10%&3%
CCc1cccc(CC)c1NC(=O)Cc1csc(C)n1	-4%	-16%	-16%
O=C1CCCC(O)=C1N=Nc1ccc2c(c1)OCO2	-3%	-6%	1%
CCCCNC(=O)c1ccc2c(c1)NC(=O)C(C(C)C)N2 (stereo unspecified)	19%	?	-22%
O=C(c1ccco1)N1CCCN(Cc2nc(Cc3ccccc3)no2)CC1	-7%	-25%	8%
N/C(=N\OC(=O)CC1CCCCC1)c1cccc([N+](=O)[O-])c1	-1%	-12%	1%
CCCC(c1nnnn1Cc1ccco1)N1CCN(c2cc(Cl)ccc2C)CC1 (stereo unspecified)	-12%	?	?
COc1ccc(S(=O)(=O)N2CCN(C(=O)CSC(=S)N3CCCC3)CC2)cc1	0%	?	-11%
CCCc1cc(=O)[nH]c(SCC(=O)N2CCCCCC2)n1	-3%	17%	-6%
CN1N=C(C(=O)N2CCCC(N3CCN(c4ccc(F)cc4)CC3)C2)CCC1=O (stereo unspecified)	-17%	-28%	0%
NC(=O)c1cccc(-c2cnc(N)c(C(=O)c3cccnc3)n2)c1	/	9.2µM*	2.3µM*
CN(C)C(=O)c1nc2ccc(Cl)cn2c1CNCc1cccc(OC(F)(F)F)c1	-2%	?	?
Cc1ccc(CCNc2nc3ccccc3c3nc(-c4cccnc4)nn23)cc1	0%	?	-23%
O=C(CN1C(=O)c2ccccc2C1=O)Nc1ccccc1C(F)(F)F	1%	6%	-5%
CCOc1ccc(CCNC(=O)c2ccc(NC3=NC4CS(=O)(=O)CC4S3)cc2)cc1 (stereo unspecified)	-2%	11%	0%
COc1cc(=O)n2c(c1C(=O)N(C)Cc1cscn1)CCN(C(=O)c1cccc(C)c1C)CC2	/	-8%	-1%
CCCC(=O)c1c[nH]c(C(=O)NCc2cccnc2)c1	-1%	17%	-4%
CCC1CCc2c(sc(NC(=O)C3CC=CCC3C(=O)O)c2C#N)C1 (stereo unspecified)	-2%	-7%	2%
COc1cc(OC)c(CN2CCCCCCC2)cc1Br	-5%	-16%	-6%
COc1ccccc1-n1cc(C(=O)NCC(=O)NCc2ccc(F)cc2)c2ccccc2c1=O	-2%	-8%	-9%
COc1ccc(-n2c(=O)c(CCC(=O)N3CCN(c4ccccc4O)CC3)nc3ccccc32)cc1	?	?	26µM*
CCCC(=O)Nc1ccc(S(=O)(=O)Nc2nccs2)cc1	/	-12%	21%
O=S1(=O)CC(N2CCN(Cc3ccccc3F)CC2)CN1Cc1cn(Cc2ccc(C(F)(F)F)cc2)nn1 (stereo unspecified)	/	9.2µM*	13µM*
CCCCNC(=S)NNC(=O)c1csc(CC)c1	-5%	?	?
Clc1cccc(CSc2ncnc3c2ncn3C2CCCCO2)c1 (stereo unspecified)	/	16µM*	?
SMILES	KAT2A inh	DT40 TDP1 no CPT	DT40 TDP1 CPT
CC(=O)Nc1cccc(NC(=O)/C=C/c2ccc(S(=O)(=O)N3CCOCC3)cc2)c1	-2%	-25%	?
COc1ccc(-n2c(Cc3cccn3C)nnc2SCC(=O)Nc2nccs2)cc1	0%	-22%	?
O=S(=O)(CCN1CCN(c2ccccc2O)CC1)c1ccc(Cl)cc1	/	?	3%
CC1(C(=O)NS(=O)(=O)c2ccccc2)CCN1C(=O)CCc1ccc(Cl)cc1Cl (stereo unspecified)	/	0%	-10%
COc1cc(C(=O)NC(c2ccc(Cl)cc2)c2cc(Cl)c3cccnc3c2O)cc(OC)c1OC (stereo unspecified)	-4%	5.2µM*	10µM*
Cc1ccc(N(Cc2cc3ccc(C)cc3[nH]c2=O)S(C)(=O)=O)c(C)c1	-3%	?	?
CCOc1ccc(NC(=O)CN2CC(c3ccccc3)CC2=O)cc1 (stereo unspecified)	-8%	9%	8%
O=S(=O)(c1ccccc1Br)N(Cc1ccccc1)CC(O)COCc1ccccc1 (stereo unspecified)	-13%	?	23µM*
Cc1cccc(NC(=O)N2CCC(n3c(C)nc4cccnc43)CC2)c1	4%	?	-3%
c1c2c(cc3sc(N4CCOCC4)nc13)OCCO2	-18%	18µM*	?
CC(=O)C1=C(O)C(=O)N(CCCn2ccnc2)C1c1ccc(C)cc1 (stereo unspecified)	33%[activator]	-4%	-13%
CCc1nnc(NC(=O)CN2CCN(Cc3ccc(C)cc3)CC2)s1	-5%	-2%	-9%
Cc1ccc(Nc2cc(C)nc3ccccc23)c(C)c1	/	12µM*	12µM*
Cc1ccc2c(c1)N(C(=O)N1CCC(C(=O)NCCC3=CCCCC3)CC1)CC(C)O2 (stereo unspecified)	-4%	18µM*	?
O=C(COC(=O)CNC(=O)c1ccc(Cl)cc1Cl)Nc1cccc(S(=O)(=O)N2CCCC2)c1	?	-26%	-13%
COc1ccccc1Cc1c(-c2ccccc2)nc2ccc(Cl)cn12	/	?	?
CCC1CCCCN1C(=O)c1cccc(S(=O)(=O)Nc2cc(C(F)(F)F)ccc2Cl)c1 (stereo unspecified)	-7%	-27%	-15%

In the list so far, these have two or more sulfur atoms:
SMILES	KAT2A inh	DT40 TDP1 no CPT	DT40 TDP1 CPT
Cc1ccc(CNC(=O)CNS(=O)(=O)c2cccc3nsnc23)cc1	-12%	-9%	-13%
CC1(C)CSC(=S)N1S(=O)(=O)c1ccccc1	-2%	-1%	-3%
CCSc1nnc(NC(=O)COc2ccccc2)s1	-1%	13%	10%
COc1cccc(/C=C2\SC(N)=NC2=O)c1OS(=O)(=O)c1ccccc1	0%	0%	18%
COc1ccc2nc(NC(=O)Cc3cccs3)sc2c1	-2%	?	?
CC(=O)Nc1ccc(S(=O)(=O)NCCc2csc3nc(-c4cccc(C)c4)nn23)cc1	-5%	21µM*	?
COc1ccc(S(=O)(=O)N2CCN(C(=O)CSC(=S)N3CCCC3)CC2)cc1	0%	?	-11%
CCOc1ccc(CCNC(=O)c2ccc(NC3=NC4CS(=O)(=O)CC4S3)cc2)cc1 (stereo unspecified)	-2%	11%	0%
CCCC(=O)Nc1ccc(S(=O)(=O)Nc2nccs2)cc1	/	-12%	21%
CCCCNC(=S)NNC(=O)c1csc(CC)c1	-5%	?	?
COc1ccc(-n2c(Cc3cccn3C)nnc2SCC(=O)Nc2nccs2)cc1	0%	-22%	?

Source: PubChem
